Bioassay records (PubChem BioAssay)
AmpC inh det: Promiscuous and Specific Inhibitors of AmpC Beta-Lactamase (assay with detergent); P00811; purified AmpC, nitrocefin hydrolysis with detergent; Potency, µM (doses to about 28.7 µM), inactives show top-dose activity change, negative = inhibition; 0.09% of 71,000 active; active = well fitted curve in the direction sought with a large enough effect
Target sequence (P00811 whole entry, looked up): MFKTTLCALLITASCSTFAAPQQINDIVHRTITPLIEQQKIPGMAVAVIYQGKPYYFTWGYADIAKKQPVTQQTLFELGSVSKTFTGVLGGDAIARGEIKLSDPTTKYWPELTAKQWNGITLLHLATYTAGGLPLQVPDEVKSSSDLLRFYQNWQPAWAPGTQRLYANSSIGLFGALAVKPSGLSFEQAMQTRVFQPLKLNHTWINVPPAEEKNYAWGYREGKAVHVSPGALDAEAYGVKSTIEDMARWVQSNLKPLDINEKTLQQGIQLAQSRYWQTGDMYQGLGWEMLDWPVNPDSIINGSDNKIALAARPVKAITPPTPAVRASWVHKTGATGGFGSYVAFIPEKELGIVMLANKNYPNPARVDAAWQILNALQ
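E. coli AmpC (5.3 nM) in 20 mM phosphate pH 7.0 with 0.01% Triton X-100, preincubated 15 min RT with compound; nitrocefin (2 uL of 800 uM stock) hydrolysis followed by 480 nm absorbance every 20 s over 4 min.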
The depositor's hits bear a star; [ ] = another dose, or the depositor's remark. % is set by controls: 0 for no effect and ±100 for the full control effect; potency is the fitted concentration of half-maximal effect. A portion of the library; count on the stated rates, not on these rows.

SMILES	AmpC inh det
N#Cc1c2c(c(N3CCN(CCO)CC3)n3c1nc1ccccc13)CCCC2	-2%
O=C(O)CSc1nnc(-c2ccccc2)o1	-4%
COc1ccc(NC(=O)C2CCCNC2)cc1OCC(C)C (configuration not stated)	5%
CN1CC2CCCC3(C1)C(=O)NC1(CCCCC1)N=C23 (configuration not stated)	-1%
O=C(NCCc1c[nH]c2ccccc12)c1ccc(S(=O)(=O)NCc2ccco2)cc1	-4%
c1ccc(-c2nc3ccccc3o2)nc1	7%
CC1=C(NCCc2ccccc2)CCC1=O	0%
COc1ccc(-c2nnc(SCC(=O)N3CCCc4ccccc43)o2)cc1OC	15%
CN(c1ccccc1)C(c1ccc(F)cc1)c1nnnn1CC1CCCO1 (configuration not stated)	-1%
CCn1c(=O)c(C(=O)CN2CC(C)OC(C)C2)c(N)n(Cc2ccccc2)c1=O (configuration not stated)	-4%
O=C(NCCc1ccccc1)C1CCCN(S(=O)(=O)c2cnc[nH]2)C1 (configuration not stated)	4%
COc1ncc2nc(-c3ccc(F)cc3)c(=O)n(CCc3ccccc3)c2n1	0%
CCn1cc(SCC(N)=O)c2ccccc21	6%
CC(C)(C)NC(=O)C(Cc1ccccc1)NS(=O)(=O)c1cccc2nsnc12 (configuration not stated)	-7%
Cc1ccc2cccc(O)c2[n+]1[O-]	1%
CCCCCn1c(CN2CCN(c3cccc(Cl)c3)CC2)nc2c1c(=O)n(C)c(=O)n2C	-3%
Cc1ccc(N2CC(C(=O)Nc3ccc(S(=O)(=O)N4CCOCC4)cc3)CC2=O)cc1 (configuration not stated)	-4%
O=C1CCCN1CCCNc1ccc(S(=O)(=O)N2CCCCC2)cn1	-3%
O=C(CSc1nnc(-c2cccnc2)n1CCc1ccccc1)N1CCCCC1	-3%
CC(=O)Nc1cccc(NC(=O)CCCC(=O)O)c1	6%
O=C(COc1ccc(Br)cc1)Nc1ccc(-c2nnc(-c3ccco3)o2)cc1	1%
CN1CC[C@@]2(c3cccc(O)c3)Cc3nc4ccccc4cc3C[C@H]2C1	0%
Cc1oc2ccc(OCC(N)=O)cc2c1C(=O)OC(C)C	5%
COc1ccc(NC(=O)Cn2cnc3c(cnn3-c3ccc(C)c(C)c3)c2=O)c(OC)c1	11%
CCCNC(=O)CCC(NS(=O)(=O)c1ccc(C)cc1)C(=O)NCCC (configuration not stated)	-1%
COc1ccc(CCNC(=O)CSc2nc(C)nc3c2oc2ccccc23)cc1OC	-1%
CC(=O)C(Sc1ccc2nnc(-c3ccncc3)n2n1)C(C)=O	8%
CC(C)(CCC(C)(C)c1ccccc1)c1ccccc1	0%[5.75 µM]
COc1cccc(-n2nnc3c(=O)n(Cc4c(F)cccc4Cl)cnc32)c1	-1%
COc1ccc(NC(=O)N2CCCC3(CCN(C(=O)Oc4ccccc4)CC3)C2)cc1	-2%
O=C(NC(Cc1c[nH]c2ccccc12)c1nnc2n1CCCCC2)c1cccs1 (configuration not stated)	20%
COC(=O)C1=C(C)NC(=O)C1(NC(=O)c1cccnc1)C(F)(F)F (configuration not stated)	8%
COc1cc(OC)c(-c2nnc(-c3ccc(OC)c(OC)c3OC)o2)cc1OC	-2%
O=C(CN1C(=O)NC2(CCc3ccccc32)C1=O)c1ccc2c(c1)OCCO2 (configuration not stated)	-3%
Cc1csc2nc(CNS(=O)(=O)c3ccc(-c4ccccc4)cc3)cn12	12%
O=C(C1CCN(S(=O)(=O)c2ccc3ccccc3c2)CC1)N1CCN(c2ncccn2)CC1	-3%
CCCCNC(=O)c1cc2c(=O)n3cccc(C)c3nc2n1C	12%
CCCn1cnc2c(SCC(=O)O)nc(N)nc21	-2%[5.75 µM]
CSc1nn(CCc2ccncc2)c(=S)s1	3%
c1ccc(CCc2nn3c(Cn4cnc5ccccc54)nnc3s2)cc1	0%
c1cnc(Oc2ccc3oc4ccccc4c3c2)nc1	0%
CCOC(=O)CS(=O)(=O)c1ccc2ccccc2c1	-3%
C=CCN=C1CC(C)(C)CC(=O)/C1=C(/O)CCC(=O)OC	14%
COc1ccc(NC(=O)Cc2cccs2)c(OC)c1	-1%
N#CCCC#N	19%
O=C(CCn1c(=O)oc2ccccc21)NCc1cccs1	-3%
COC(=O)[C@@H](NC(=O)Nc1ccc2c(c1)OCCO2)C(C)C	-5%
CCCc1cc(C(=O)NCc2ccco2)no1	6%
CC1OC2C(OC1C)N(S(C)(=O)=O)CCN2S(C)(=O)=O (configuration not stated)	6%
NC(=O)OCCSc1nnc(-c2cccc(C(N)=S)c2)o1	-2%
Cc1ccc(-n2nc(C)c3c2OC(N)=C(C#N)C3c2ccc(F)cc2)cc1 (configuration not stated)	10%
CC(=O)Nc1ccccc1OCC(=O)c1cc(C)n(Cc2cccs2)c1C	-2%
O=C(Nc1nc(-c2ccco2)cs1)c1ccccc1	-2%
O=C(CSc1ccccn1)Nc1ccc(Br)cn1	-5%
N#C[C@H](Cc1ccc(O)cc1)c1ccc(O)cc1	1%
Cc1cc(N)n2nc(-c3ccccc3)cc2n1	1%
COc1cc(C(=O)Nc2cc(C)ccn2)cc(OC)c1OC	2%
O=C(CSc1ncccn1)NCc1ccccc1	0%
CC1(C)CC(=O)C2=C(C1)Oc1ncn(CCCn3ccnc3)c(=N)c1C2c1ccccc1 (configuration not stated)	-4%
O=c1c(-c2ccc(Cl)cc2)nc2cnc(N3CCOCC3)nc2n1C1CC1	0%

Further structures follow.
SMILES	AmpC inh det
Cc1nn(-c2ccccc2)c2c1C(c1cccnc1)N1C=C(S(=O)(=O)N3CCCCC3)C=CC1=N2 (configuration not stated)	19%
CCCc1nc2oc3c(NCC4CCCO4)ncnc3c2c2c1COC(C)(C)C2 (configuration not stated)	0%
O=C(CN1C(=O)C2CC=CCC2C1=O)Nc1ccc(-c2nnc3n2CCCCC3)cc1 (configuration not stated)	-1%
CC1CCC(NC(=O)C2c3ccccc3C(=O)N2CCCN2CCOCC2)CC1 (configuration not stated)	-1%
FC(F)(F)c1ccccc1-c1nc(NC2CCNCC2)c2ccccc2n1	11%
NC(=O)c1oc2ccc(Cl)cc2c1N	1%
O=C(NC(C(=O)c1ccccc1)n1ccc(=O)[nH]c1=O)c1ccccc1 (configuration not stated)	-4%
COc1cccc(NC(=O)CSc2nc(N)cc(N)n2)c1	-7%
CC(C)CN(CC(C)C)S(=O)(=O)N1CCC(C(=O)NCc2ccccn2)CC1	3%
Cc1ccccc1NC(=O)CCC(=O)OCCCC(F)(F)C(F)(F)F	0%
CC1(C)CC(=O)C(C=NCCN2CCNC2=O)=C(O)C1	-3%
Cn1c(=NC(=O)C2CCN(S(=O)(=O)c3cccs3)CC2)sc2ccccc21	-4%
COc1c(NC(C)=O)c2ccccc2c2ccccc12	-7%[5.75 µM]
OC(c1ccc(Cl)cc1Cl)C(Cc1cccnc1)n1cncn1 (configuration not stated)	-3%
COc1ccc(S(=O)(=O)NCc2ccco2)c2ccccc12	-7%
CCOC(=O)C1CCCN(Cc2ccc(O)c(OC)c2)C1 (configuration not stated)	-2%
COc1ccc(Oc2ncc3nc(-c4cc(F)cc(F)c4)c(=O)n(C[C@H]4CCCO4)c3n2)cc1	4%
O=C(Cn1cnc2c(nnn2Cc2ccc(F)cc2)c1=O)NC1CCCC1	9%
O=C1CC[C@]2(O)[C@H]3Cc4ccc(O)c5c4[C@@]2(CCN3CC2CC2)[C@@H]1O5	-2%[12.8 µM]
CC(c1ccccc1F)n1cc(C(=O)NCc2ccncc2)nn1 (configuration not stated)	-2%
Cc1ccc(C)c(NC(=O)c2ccccn2)c1	0%
Cc1cc2ncn(CC(O)COc3cccc(C(=O)O)c3)c2cc1C (configuration not stated)	14%
COc1cc(C2C(C#N)=C(N)Oc3n[nH]c(-c4ccncc4)c32)cc(OC)c1OC (configuration not stated)	-4%
O=c1c2ccccc2nnn1CSc1nnc2ccccn12	10%
Cc1csc(Cn2c(CN(C)C)nc3ccccc3c2=O)n1	-6%
Cc1ccc(O)c(CN2CCN(c3ccccc3)CC2)c1	2%
Oc1cc(NCc2cccnc2)ccc1-c1nc2ccccc2o1	7%
COCCN(C(=O)c1ccccc1)c1nnc(-c2cccnc2)s1	-5%
CS(=O)(=O)N(CC(=O)N1CCCCC1)c1sc2c(c1C#N)CCCC2	-1%
CNc1nc(C)c(C(=O)OCC(=O)OC)s1	7%
CC1(C(=O)O)CC(C)(C(=O)O)CC(C)(C(=O)O)C1 (configuration not stated)	0%
COc1ccc(OC)c(NC(=O)CSC2=NCCS2)c1	-4%
CC(=O)Nc1ccccc1C=C1c2ccccc2-c2ccccc21	-3%[5.75 µM]
COC(=O)c1cccc(NC(=O)c2nn(C(C)C)c(=O)c3ccccc23)c1	-4%
CCOC(=O)N(Cc1ccccc1)C(C(=O)O)C(C(=O)O)N(Cc1ccccc1)C(=O)OCC (configuration not stated)	-2%
CC12CCC(C(=O)NCc3cccnc3)(OC1=O)C2(C)C (configuration not stated)	2%
COc1ccccc1NS(=O)(=O)c1cccc2cccnc12	10%
C=CCSc1nc(N)c(C(=O)Nc2ccccc2C)cc1C(N)=O	-4%
CC(C)COC(=O)NCCCOC(=O)Nc1ccccc1	0%
COc1ccc(NC(=O)c2cc(C(C)C)on2)cc1OC	-2%
COc1ccccc1-c1c(C)nn2c(N3CCN(c4ccccc4OC)CC3)cc(C)nc12	6%
OCCN1CCN(CC/C=C2\c3ccccc3Sc3ccc(C(F)(F)F)cc32)CC1	0%[12.8 µM]
O=C(Cn1cc2c(n1)CCCCC2)NCCN1CCOCC1	6%
CC(C)N(Cc1cc2ccccc2[nH]c1=O)C(=O)C1CCCCC1	17%
O=C1c2ccccc2-c2nc3ncnn3c(-c3ccccc3Cl)c21	11%
CCCn1c(=O)[nH]c(=O)c2c1nc(-c1ccccc1OC(F)F)n2CCOC	0%
CC(C)C[C@H](NC(=O)Nc1cccc(Cl)c1)C(=O)O	-2%
CCn1c(O)c(C=NCc2cccs2)c(=O)[nH]c1=O	-4%
CCOC(=O)COc1cc2c(C(=O)OCC)c(C)oc2cc1Br	8%
N#Cc1nc(-c2ccc(OCc3ccccc3)cc2)oc1N1CCOCC1	-2%
COc1ccc(-c2cc(C(=O)OCC(=O)N(C)C)c3ccccc3n2)cc1	-3%
C1=C(CCNC2=NCCCCC2)CCCC1	0%
CCN(CC)C(=O)c1cn(C)c2ccc(S(=O)(=O)N(CC)CC)cc2c1=O	-4%
O=S(=O)(c1ccc(S(=O)(=O)N2CCCC3(CCCCC3)C2)cc1)N1CCCCC1	1%
Cc1c(NC(=O)c2ccccc2F)c(=O)n(-c2ccccc2)n1C	-1%
O=C(O)COc1cccc(-c2ocnc2-c2nc(-c3ccccc3)c(-c3ccccc3)o2)c1	-5%
O=C(Cn1nc(Cl)nc1Cl)c1cc2ccccc2oc1=O	0%
O=C(c1cnn2cccnc12)N1CCN(c2ccccc2)CC1	-4%
CCO/C([O-])=N/c1c[n+](N2CCOCC2)no1	-3%[12.8 µM]
Cc1ccc(-n2c(=O)cc(N3CC(C)CC(C)C3)[nH]c2=O)cc1 (configuration not stated)	0%

Some of the entries above, reformatted.
> CCCn1c(=O)[nH]c(=O)c2c1nc(-c1ccccc1OC(F)F)n2CCOC
  AmpC inh det = 0%

> CC(C)C[C@H](NC(=O)Nc1cccc(Cl)c1)C(=O)O
  AmpC inh det = -2%

Additional structures.
SMILES	AmpC inh det
COCCn1c(SCc2nc3ccccc3s2)nc2ccccc21	-3%
COc1ccc(Cc2nnc(SCC(=O)N3CCN(c4ccccc4)CC3)o2)cc1	-2%
COC(=O)N1CCC[C@@]2(CCN(c3ccccc3)C2)C1	-4%
COCC(=O)N1CCC[C@@]2(CCN(c3ccccc3)C2)C1	3%
Cc1nn(-c2ccccc2)c(Cl)c1C(=O)N1CCN(c2ncnc3c2cnn3-c2ccccc2)CC1	-3%
O=C1CN(C(=O)COC(=O)COc2ccc3c(c2)CCC3)c2ccccc2N1	-6%
Cc1cnc(C(=O)N2CCN(S(=O)(=O)c3ccc4ccccc4c3)CC2)cn1	14%
COc1ccccc1NC1=NCC(=O)N1Cc1ccccc1	5%
Cc1cc(NC(=O)c2cc3ncc(Br)cn3n2)no1	-3%
COc1ccc(-c2cc(C(F)(F)F)n3ncc(C(=O)NCC4CCCO4)c3n2)cc1 (configuration not stated)	17%
COc1cc2cc(CN(Cc3nnnn3Cc3ccccc3)CC3CCCO3)c(=O)[nH]c2cc1OC (configuration not stated)	10%
CCCC(c1nnnn1Cc1cccs1)N1CCN(c2ccc(OC)cc2)CC1 (configuration not stated)	3%
COc1cc(Br)cc(/C=N/c2ncn[nH]2)c1O	-1%

Among those listed so far, these have fluorine:
SMILES	AmpC inh det
CN(c1ccccc1)C(c1ccc(F)cc1)c1nnnn1CC1CCCO1 (configuration not stated)	-1%
COc1ncc2nc(-c3ccc(F)cc3)c(=O)n(CCc3ccccc3)c2n1	0%
COc1cccc(-n2nnc3c(=O)n(Cc4c(F)cccc4Cl)cnc32)c1	-1%
COC(=O)C1=C(C)NC(=O)C1(NC(=O)c1cccnc1)C(F)(F)F (configuration not stated)	8%
Cc1ccc(-n2nc(C)c3c2OC(N)=C(C#N)C3c2ccc(F)cc2)cc1 (configuration not stated)	10%
FC(F)(F)c1ccccc1-c1nc(NC2CCNCC2)c2ccccc2n1	11%
Cc1ccccc1NC(=O)CCC(=O)OCCCC(F)(F)C(F)(F)F	0%
COc1ccc(Oc2ncc3nc(-c4cc(F)cc(F)c4)c(=O)n(C[C@H]4CCCO4)c3n2)cc1	4%
O=C(Cn1cnc2c(nnn2Cc2ccc(F)cc2)c1=O)NC1CCCC1	9%
CC(c1ccccc1F)n1cc(C(=O)NCc2ccncc2)nn1 (configuration not stated)	-2%
OCCN1CCN(CC/C=C2\c3ccccc3Sc3ccc(C(F)(F)F)cc32)CC1	0%[12.8 µM]
CCCn1c(=O)[nH]c(=O)c2c1nc(-c1ccccc1OC(F)F)n2CCOC	0%
Cc1c(NC(=O)c2ccccc2F)c(=O)n(-c2ccccc2)n1C	-1%
COc1ccc(-c2cc(C(F)(F)F)n3ncc(C(=O)NCC4CCCO4)c3n2)cc1 (configuration not stated)	17%
